High-throughput results from PubChem.
VHR inh color: VHR1 phosphatase inhibitors, primary screen, biochemical, colorimetric, HTS; Dual specificity protein phosphatase 3 (Homo sapiens), P51452; recombinant VHR phosphatase, colorimetric substrate read-out; inhibition, % at 20 µM; hit rate 0.7% among 50,000; AID 1992, 2009; in the data active = inhibition above about 60%; also: some results filed as inactive read as strong as hits
Target sequence (P51452 whole entry, looked up): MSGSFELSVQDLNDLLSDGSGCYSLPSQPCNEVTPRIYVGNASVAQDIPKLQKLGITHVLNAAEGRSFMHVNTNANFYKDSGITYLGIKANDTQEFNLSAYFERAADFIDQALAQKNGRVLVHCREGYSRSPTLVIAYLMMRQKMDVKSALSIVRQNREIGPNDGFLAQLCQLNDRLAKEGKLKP
* marks the source's active call; other numbers are inactive results. Some of the compounds tested (hit frequency here may not be typical).

no.	smiles	VHR inh color
1	CC(=O)COc1ccc2c(C)c(C)c(=O)oc2c1	-8.0
2	Cc1ccc(/C=C/C(=O)c2c3c(c(C)[nH]c2=O)CCCC3)cc1	13.4
3	COc1ccc(CCN2C(=O)C(C)C(Cc3ccc(C)cc3)C2=O)cc1OC (stereo not drawn)	-14.9
4	C/C(=N\Nc1nnc2c(n1)[nH]c1ccccc12)c1ccc(Br)cc1	-16.7
5	O=C(Nc1ccc(Cl)cc1)N1CCN(Cc2ccc3c(c2)OCO3)CC1	-15.5
6	O=C(Nc1cccc(NC(=O)c2ccc3ccccc3c2)c1)c1cccc(Cl)c1	-8.2
7	COc1ccc(CCNc2cc(N3CCN(C(=O)c4ccc(Cl)cc4)CC3)ccc2[N+](=O)[O-])cc1OC	-13.0
8	O=C(Nc1ccccc1C(=O)N1CCN(Cc2ccccc2)CC1)c1ccccc1Cl	-0.6
9	COc1ccccc1C1SCCN1S(=O)(=O)c1ccc(-c2ccccc2)cc1 (stereo not drawn)	0.1
10	Cc1ccc(S(=O)(=O)NC(=O)NCC2CCCO2)cc1 (stereo not drawn)	-21.6
11	CC1(C)Cc2c(sc3[nH]c(=S)[nH]c(=S)c23)CO1	22.4
12	COc1ccc(CN2CCN(CC3CC=CCC3)CC2)c(OC)c1OC (stereo not drawn)	0.2
13	CCc1ccccc1NC(=O)C(=O)NCCc1ccc(F)cc1	-13.8
14	COc1cc(C2NC(=O)NC(C)=C2C(=O)OCCC#N)cc(OC)c1OC (stereo not drawn)	-18.4
15	O=C(Nc1ccc(Br)cc1)C1CCCN1S(=O)(=O)c1ccc(Cl)cc1 (stereo not drawn)	-4.7
16	Cc1cc(C)n(-c2cc(N/N=C/c3cccc(F)c3)nc(C)n2)n1	-25.8
17	Cc1ccc2nc(SCC(=O)Nc3ccc(/C=C/c4ccccc4)cc3)[nH]c2c1	-19.0
18	COc1ccc(OC)c(C2NC(=S)NC(C)=C2C(=O)Nc2cc(Cl)ccc2OC)c1 (stereo not drawn)	-6.0
19	O=[N+]([O-])c1ccc(Cl)cc1NCc1ccccc1	5.0
20	Cc1c(Cc2ccccc2)c(-n2ccnc2)n2c(nc3ccccc32)c1C#N	9.0

The last two compounds of the part above are carried over, then new ones follow.
no.	smiles	VHR inh color
19	O=[N+]([O-])c1ccc(Cl)cc1NCc1ccccc1	5.0
20	Cc1c(Cc2ccccc2)c(-n2ccnc2)n2c(nc3ccccc32)c1C#N	9.0
21	Cc1cc(C)c(C)c(C=C2C(=O)c3ccccc3C2=O)c1C	-3.8
22	COc1cc(/C=C2\C(=O)NC(=O)N(c3ccc(Br)c(C)c3)C2=O)cc(OC)c1O	32.9
23	Cc1c(C(=O)OC(C)C)sc(NC(=O)c2cnccn2)c1C(=O)OC(C)C	2.5
24	Cc1cc(C)nc(SCC(=O)N/N=C/c2ccc([N+](=O)[O-])cc2)n1	-32.1
25	COC(=O)C1=C(C)N(C)C(=O)NC1c1ccc([N+](=O)[O-])s1 (stereo not drawn)	-7.2
26	CCCC/C(C)=N\NC(=O)C(=O)NC(C)C	-8.0
27	CCOCCOC(=O)C1=C(C)NC2=C(C(=O)CCC2)C1c1cc(OC)c(OC)c(OC)c1 (stereo not drawn)	-8.6
28	Cc1cc(OCC(=O)NCC2CCCO2)ccc1Br (stereo not drawn)	0.3
29	CCOC(=O)NC(NC(=S)Nc1ccc(C(C)=O)cc1)C(Cl)(Cl)Cl (stereo not drawn)	0.2
30	Clc1ccccc1-c1noc(C23CC4CC(CC(C4)C2)C3)n1	9.1
31	COC(=O)C1=C(C(=O)OC)SC(=C2C(=S)C(C)(C)N(C(=O)c3ccccc3F)c3cc(C)ccc32)S1	-2.5
32	CC1CCc2c(sc(NC(=O)COc3ccccc3C(C)(C)C)c2C(N)=O)C1 (stereo not drawn)	-5.9
33	O=C(Nc1c(Cl)cccc1Cl)C1CCCC1	-14.4
34	Cc1cc(=O)n2[nH]c(-c3ccc(Cl)cc3)cc2n1	-2.1
35	CCOc1ccc2nc(NC(=O)c3cccc(Br)c3)sc2c1	3.2
36	COc1ccc(C2(CNC(=O)CCc3ccccc3)CCCC2)cc1OC	2.7
37	COc1ccc(NC(=O)CCCOc2ccc(Cl)cc2Cl)c(OC)c1	-2.4
38	Cc1cccc(N2CCN(S(=O)(=O)c3ccc(Br)cc3)CC2)c1	-30.2
39	CCCC1(O)CC(c2cc(OC)ccc2OC)NC(c2cc(OC)ccc2OC)C1C (stereo not drawn)	-21.9
40	CCCCc1nc(N)c(C#N)c(-c2cccc(Br)c2)c1CCC	-12.7
41	NC(=O)c1c(NC(=O)COc2ccccc2)sc2c1CCCCC2	-20.4
42	CCCOc1ccc(N2C(=O)CC(SC(N)=Nc3ccccc3)C2=O)cc1 (stereo not drawn)	-36.9
43	NC(=O)c1cc(NC(=O)c2cccc(F)c2)ccc1Cl	18.3
44	O=C1OC(c2ccc(Cl)cc2)=C/C1=C/c1ccc(-c2ccccc2[N+](=O)[O-])o1	7.2
45	CC(C)(C)c1ccc(OCCOc2ccc(/C=N/n3cnnc3)cc2)cc1	2.6
46	COc1cccc(/C=C/C(=O)c2ccc(F)cc2)c1	4.0
47	Cc1ccc(-n2c(-c3ccco3)nc3ccccc3c2=O)c(C)c1	-8.9
48	O=C(CCCCC(=O)NN=Cc1cc(Br)ccc1O)NN=Cc1cc(Br)ccc1O	-12.2
49	O=C(Nc1ccc(Cl)cc1)C1CC(=O)N(c2ccccc2)C1 (stereo not drawn)	-8.9
50	CCOCCOC(=O)c1ccc(NC(=O)c2ccc(OC)c(OC)c2)cc1	-5.8
51	COc1ccc(CCNC(=O)c2ccccc2[N+](=O)[O-])cc1OC	-8.7
52	COc1ccc(Cl)cc1NC(=O)COc1ccccc1C	-14.8
53	COC(=O)C1=C(C)N(c2ccc(Br)cc2)/C(=C\c2ccc(OCC(=O)Nc3ccccc3OC)cc2)C1=O	-14.6
54	O=C(O)C1CC=CCC1C(=O)Nc1ccccc1Nc1ccccc1 (stereo not drawn)	4.8
55	COc1ccc(/C=N/Nc2nc(C)cc(-c3ccccc3)n2)c(OC)c1	-38.3
56	CC1=C(C)CC(C(=O)Nc2ccc(S(=O)(=O)N3CCOCC3)cc2)C(C(=O)O)C1 (stereo not drawn)	1.0
57	CN(C)c1cccc(C(=O)NCC2CCCO2)c1 (stereo not drawn)	17.4
58	CCOC(=O)C1=C(N)Oc2cc(O)ccc2C1c1cccnc1 (stereo not drawn)	-7.2
59	CCOc1ccc(N(CC(=O)Nc2ccc(Cl)cc2)S(=O)(=O)c2ccc(SC)cc2)cc1	-7.2
60	Cc1ccc(C(=O)N/C(=C\c2ccc(C(C)C)cc2)C(=O)NCC(C)C)cc1	-10.0
61	Cc1[nH]c(=O)c(C#N)c2c1COC(C)(C)C2	-17.4
62	Clc1ccc(N2CCN(/N=C\C=C\c3ccccc3)CC2)cc1	-15.9
63	O=C1OC(c2ccccc2)=C/C1=C/c1ccc(Br)cc1	1.2
64	CCCc1cc2c(-c3ccccc3)cc(=O)oc2cc1OC(C)C(=O)OC (stereo not drawn)	-21.1
65	COC(=O)C1=C(C)N=c2s/c(=C\c3ccccc3F)c(=O)n2C1/C=C/c1ccccc1 (stereo not drawn)	-21.1
66	Cc1ccc(S(=O)(=O)N2CCN(C(=O)COc3ccc(Cl)cc3)CC2)cc1	86.7*
67	CC1(C)CC(=O)C(C2COC3=C2C(=O)CC(C)(C)C3)C(=O)C1 (stereo not drawn)	-2.6
68	COc1ccc(NCc2nc3ccccc3n2Cc2ccccc2)cc1	-3.5
69	O=C(NCc1ccc2c(c1)OCO2)Nc1ccc(Cl)c(Cl)c1	6.9
70	CN(C)c1ccc(/C=C/c2nc3ccccc3c(=O)n2-c2ccccn2)cc1	2.8
71	CC(Nc1n[nH]c(=O)[nH]c1=O)C(=O)N/N=C/c1ccccc1Cl (stereo not drawn)	3.6
72	Cn1c(=O)c(-c2nc3ccccc3c(=O)[nH]2)c(O)c2ccccc21	-5.7
73	Cc1ncc(C[n+]2csc(CCOC(=O)C3C4CC5CC(C4)CC3C5)c2C)c(N)n1 (stereo not drawn)	-5.6
74	CC(=O)Nc1ccc(S(=O)(=O)Nc2ccccc2Br)cc1	13.4
75	CC(=O)c1ccc(NC(=O)/C=C/c2cccc([N+](=O)[O-])c2)cc1	-5.7
76	Cc1no[n+]([O-])c1COc1ccccc1/C=C1\SC(=S)NC1=O	-0.9
77	Cc1nc2cc(-c3ccccc3)nn2c(C)c1C	117.3*
78	O=C(Nc1ccc(Cl)c(Cl)c1)c1nn2c(c1Br)NC(c1cccs1)CC2C(F)(F)F (stereo not drawn)	-20.5
79	CCOC(=O)Nc1ccc2c(c1)N(C(=O)OCC)c1ccccc1CC2	7.1
80	C=CCOc1ccc(/C=C/C(=O)c2ccc(Br)cc2)cc1	-19.5

Copied from above for reference:
no.	smiles	VHR inh color
68	COc1ccc(NCc2nc3ccccc3n2Cc2ccccc2)cc1	-3.5
69	O=C(NCc1ccc2c(c1)OCO2)Nc1ccc(Cl)c(Cl)c1	6.9

(further entries)
no.	smiles	VHR inh color
81	Cc1c(C#N)c2nc3ccccc3n2c(=O)/c1=C\c1c(O)n(-c2ccc(Br)cc2)[nH]c1=O	-18.2
82	COc1cc2ccccc2cc1C(=O)Nc1ccccc1O	-4.2
83	O=C(/C=C/c1cccs1)Nc1ncc(Cc2ccc(F)cc2)s1	4.2
84	CC1=C(C(=O)Nc2ccccc2)C(c2cccc(O)c2)NC(=S)N1 (stereo not drawn)	12.8
85	NC(=O)c1ccccc1NC(=O)c1ccccc1	-3.6
86	COc1ccc2nc(NC(=S)NC(=O)c3ccco3)sc2c1	7.9
87	c1cc2c(cc1C1OCC3(CO1)COC(c1ccc4c(c1)OCO4)OC3)OCO2 (stereo not drawn)	-19.3
88	O=C/C(=C\Nc1ccc(S(=O)(=O)CCO)cc1)c1nc2cc(Cl)ccc2o1	-14.5
89	O=C(c1ccc(F)cc1)N1CCN(c2ccc([N+](=O)[O-])cc2Cl)CC1	7.3
90	Nc1ccc(C(=O)NCCNCCNC(=O)c2ccc(N)cc2)cc1	-13.2
91	CC1=CC(C)(C)Nc2ccc(OC(=O)C(Cc3ccccc3)N3C(=O)c4ccccc4C3=O)cc21 (stereo not drawn)	-12.0
92	Cc1ccc(NCCC(=O)c2ccc(C)o2)cc1	-10.3
93	CCOC(=O)C1=C(C)Nc2ccccc2S1	-14.9
94	COc1cc(C2CC(C(F)(F)F)n3ncc(C(=O)N4CCN(Cc5ccccc5)CC4)c3N2)cc(OC)c1OC (stereo not drawn)	-18.4
95	O=C(/C=C/c1ccc([N+](=O)[O-])cc1)NC(=S)Nc1ccccc1Cl	-23.5
96	COc1ccc(OC)c(/C=C2\NC(=S)N(c3ccccc3)C2=O)c1	4.4
97	O=C1/C(=C\c2cccc(F)c2)SC(=S)N1Cc1ccccc1	-26.5
98	Cc1ccc(C2Nc3ccccc3C(=O)N2Cc2ccccc2)cc1 (stereo not drawn)	-17.7
99	O=c1c(-c2ccc(Cl)cc2Cl)coc2c(CN3CCCCC3)c(O)ccc12	12.5
100	COc1cc(/C=C2\SC(c3ccc(C)cc3)=NC2=O)cc(OC)c1O	11.1
101	CCOC(=O)C1=C(C)N=c2s/c(=C\c3ccc(OC)c(OC)c3OC)c(=O)n2C1c1ccccc1 (stereo not drawn)	-9.3
102	COc1cccc(NC(=O)c2ccc(C(=O)Nc3cccc(OC)c3)nc2)c1	-58.1
103	CCOC(=O)C1=C(C)N=c2s/c(=C/c3c[nH]c4ccccc34)c(=O)n2C1c1ccc(F)cc1 (stereo not drawn)	14.8
104	CC(=O)c1ccc(Oc2ccc([N+](=O)[O-])cc2)cc1	6.3
105	COc1cc(C(=O)Nc2ccc3nn(-c4ccc(C)c(C)c4)nc3c2)cc(OC)c1OC	-11.4
106	Cc1cc(OCC(=O)Nc2ccccc2Cl)cc(C)c1Cl	3.5
107	COCCOC(=O)c1ccc(NC(=O)COc2ccc(Cl)cc2C)cc1	-1.6
108	CCN(CC)c1ccc(/C=C2\NC(=S)N(c3ccccc3)C2=O)cc1	14.8
109	COc1ccc(C(=O)N2CCN(C(=O)c3ccccc3F)CC2)cc1OC	-13.0
110	CCOC(=O)C1=C(N)OC2=C(C(=O)CCC2)C1c1ccc(Cl)cc1Cl (stereo not drawn)	3.6
111	O=S(=O)(Cc1ccccc1)NCC1CCCO1 (stereo not drawn)	-12.0
112	CCC(NS(=O)(=O)c1ccc2c(c1)Cc1cc(S(=O)(=O)NC(CC)C(=O)O)ccc1-2)C(=O)O (stereo not drawn)	-23.0
113	CCN(CC)c1ccc(NC(=O)c2cc(Br)ccc2Cl)cc1	-23.7
114	COc1ccc(Cl)cc1C(=O)Nc1cccc(-c2nc3cc(C)c(C)cc3o2)c1	-12.9
115	CC(C)(C)C(=O)CC(=O)c1ccc(Br)cc1	2.9
116	O=C1NC(=O)N(c2cccc(F)c2)C(=O)/C1=C/c1ccc(Oc2ccc([N+](=O)[O-])cn2)cc1	4.4
117	CCN(CC)C(=O)Cn1nc(C)c2ccccc2c1=O	-7.7
118	O=c1[nH]c(=O)n(Cc2ccccc2)c(O)c1/C=C1\C=CC=N1	-4.9
119	Cc1ccc(NC(=O)COc2ccc(Cl)cc2Cl)cc1C	1.5
120	Cc1ccccc1C(=O)Nc1sc2c(c1C(=O)Nc1cccc3ccccc13)CCC2	-4.8

Some values from above.
Cc1ccccc1C(=O)Nc1sc2c(c1C(=O)Nc1cccc3ccccc13)CCC2 in VHR inh color shows -4.8
COc1ccc(C(=O)N2CCN(C(=O)c3ccccc3F)CC2)cc1OC in VHR inh color shows -13.0
CCOC(=O)C1=C(C)N=c2s/c(=C\c3ccc(OC)c(OC)c3OC)c(=O)n2C1c1ccccc1 (stereo not drawn) in VHR inh color shows -9.3
CCOC(=O)C1=C(C)N=c2s/c(=C/c3c[nH]c4ccccc34)c(=O)n2C1c1ccc(F)cc1 (stereo not drawn) in VHR inh color shows 14.8
CC(C)(C)C(=O)CC(=O)c1ccc(Br)cc1 in VHR inh color shows 2.9
CCN(CC)c1ccc(NC(=O)c2cc(Br)ccc2Cl)cc1 in VHR inh color shows -23.7

(listing goes on)
no.	smiles	VHR inh color
121	COc1ccc(OCC(=O)Nc2ccc(Br)cc2C(=O)c2ccccc2)cc1	-1.2
122	O=C1C=C(Nc2ccc([N+](=O)[O-])cc2)CN1	-31.2
123	CCOC(=O)C1=C(C)S/C(=C\N(C)C)C1=O	-15.5
124	CC1(C)CC(=O)C2=C(C1)NC1=C(C(=O)CC(C)(C)C1)C2c1ccc(I)cc1	-12.7
125	COc1ccccc1NC(=O)c1ccccc1NC(=O)c1cccs1	-15.7
